ATG4B inhibitor: inhibitors of human ATG4B cysteine protease; 0.51% of 340,000 active; inhibition, % at 8.33 µM; ATG4B cleavage of LC3-PLA2, NBD-HPC fluorescence, 1 h; AID 504462; in the data active = inhibition above about 40%
SENP8 inh: SENP8 (human) protease inhibition; 0.64% of 360,000 active; inhibition, % at 20 µM; Q96LD8; recombinant SENP8, Nedd8 substrate fluorescence; in the data active = inhibition mostly above about 40%, no sharp cut-off; inactive = mostly below about 27%
Target sequence (Q96LD8 whole entry, looked up): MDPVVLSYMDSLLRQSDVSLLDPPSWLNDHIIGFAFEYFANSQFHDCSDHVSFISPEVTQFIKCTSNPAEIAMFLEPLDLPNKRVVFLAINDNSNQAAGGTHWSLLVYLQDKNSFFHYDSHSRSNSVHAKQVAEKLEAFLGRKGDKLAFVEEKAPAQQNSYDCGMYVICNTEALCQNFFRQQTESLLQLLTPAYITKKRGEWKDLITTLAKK
PfGluPho inh: PfG6PD (Plasmodium falciparum) enzyme inhibition; AID 504690; PfGluPho enzyme, NADPH resazurin-diaphorase fluorescence; 0.78% of 350,000 active; inhibition, % at 20 µM;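 active = inhibition reaching at least a set limit at 20 µM in the primary screen, cut at about 59% in these data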;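 also: 0% = DMSO wells with substrate and 100% = DMSO wells lacking glucose-6-phosphate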
HKDC1 inh: blocks human hexokinase HKDC1 activity. Q2TB90. inhibition, % at 20 µM. 0.16% of 340,000 active. recombinant HKDC1, G6PDH/diaphorase resazurin coupled fluorescence. AID 493160;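 active = inhibition above about 35% when tested at 20 µM, limit read from the data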;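 also: plate controls were DMSO wells with enzyme for no effect and DMSO wells lacking enzyme for full effect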
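Assay system: in-house recombinant HK5 (HKDC1) enzyme. Input: HKDC1 at 5 µg/mL. Medium: Tris pH 8.0 buffer with MgCl2, Tween-20, BSA, BME. Dosing: single 20 µM dose. Schedule: 90 min reaction incubation at room temperature, dark. Signal: resazurin-to-resorufin fluorescence via G6PDH and diaphorase coupling, 525/613 nm. Controls: DMSO-enzyme wells negative, buffer-substituted wells positive.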
GRIN3A LBD mod: modulators (binders) of human NR3A ligand-binding domain; NR3A LBD differential scanning fluorimetry, Tm shift; 0% = protein alone, 100% = glycine-bound protein; Tm shift relative to glycine control, % at 25 µM; 2.5% of 340,000 active; AID 1259313;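 active = melting temperature shift of at least 10% of the positive control shift, at one fixed dose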
MPTP block: blocks calcium-induced mitochondrial swelling; inhibition, % at 10 µM; isolated mouse mitochondria, Ca2+ swelling absorbance, 30 min; 1.4% of 360,000 active;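 active = inhibition of 50% or more, scaled per plate between neutral and stimulator controls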;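 also: 0% = DMSO wells given calcium and 100% = 1 mM EGTA wells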
SENP7 inh: SENP7 protease inhibition; Q9BQF6; recombinant SENP7, Z-RLRGG-aminoluciferin luminescence, 40 min; inhibition, % at 5 µM; 1.5% of 330,000 active; AID 434973;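 active = inhibition above about 50% at the single test dose, limit read from the data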;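 also: plate controls were DMSO with enzyme for no effect and no enzyme buffer wells for full effect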
Target sequence (Q9BQF6 706-1050 limits assumed): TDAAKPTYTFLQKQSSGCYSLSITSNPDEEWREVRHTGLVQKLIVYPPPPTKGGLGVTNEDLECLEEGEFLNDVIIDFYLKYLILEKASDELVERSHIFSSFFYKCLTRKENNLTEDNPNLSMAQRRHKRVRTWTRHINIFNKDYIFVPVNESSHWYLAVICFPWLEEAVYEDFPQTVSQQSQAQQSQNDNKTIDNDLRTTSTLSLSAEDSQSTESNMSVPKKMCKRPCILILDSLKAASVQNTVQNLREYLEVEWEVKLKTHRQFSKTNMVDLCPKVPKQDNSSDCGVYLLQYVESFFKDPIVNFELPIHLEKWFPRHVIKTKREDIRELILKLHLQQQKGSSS
SENP6 block: inhibitors of human SENP6 protease | Q9GZR1 | Recombinant SENP6 catalytic domain, aminoluciferin luminescence | inhibition, % at 10 µM | 1.8% of 330,000 active | AID 2599;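 active = inhibition above about 50% at the single tested dose, limit read from the data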;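 also: plate controls were DMSO wells with enzyme for no effect and DMSO wells lacking enzyme for full effect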
Target sequence (Q9GZR1 628-1112 limits assumed): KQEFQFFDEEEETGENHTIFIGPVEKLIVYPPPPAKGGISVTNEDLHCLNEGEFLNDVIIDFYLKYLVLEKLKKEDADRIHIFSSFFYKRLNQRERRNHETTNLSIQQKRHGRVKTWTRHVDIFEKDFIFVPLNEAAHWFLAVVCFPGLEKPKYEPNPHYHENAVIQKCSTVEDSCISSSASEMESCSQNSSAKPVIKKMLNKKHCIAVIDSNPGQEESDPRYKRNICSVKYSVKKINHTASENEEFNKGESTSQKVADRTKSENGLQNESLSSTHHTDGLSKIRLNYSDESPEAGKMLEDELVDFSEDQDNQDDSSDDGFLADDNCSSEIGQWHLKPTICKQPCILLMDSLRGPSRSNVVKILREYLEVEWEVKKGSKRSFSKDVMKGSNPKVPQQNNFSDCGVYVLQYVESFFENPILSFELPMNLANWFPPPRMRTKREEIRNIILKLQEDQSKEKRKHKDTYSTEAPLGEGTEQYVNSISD
* marks the source's active call; other numbers are inactive results; i = inactive; / = not tested or not shown.

Each structure is followed by: ATG4B inhibitor	SENP8 inh	PfGluPho inh	HKDC1 inh	GRIN3A LBD mod	MPTP block	SENP7 inh	SENP6 block
> Clc1ccc(/C=N/c2c(-c3ccco3)nc3ccccn23)cc1
  -4.3	-276.2	31.4	14.4	-2.1	-0.5	4.9	2.2
> C/C(=N\NC(=O)c1nn(C)cc1Br)c1ccc(NC(=O)c2ccncc2)cc1
  -11.1	13.9	-13.8	-10.3	-7.2	0.2	-3.1	3.9
> Cc1cccc2nc(-c3ccco3)oc(=O)c12
  -9.2	14.4	2.5	-2.1	-3.0	2.4	-12.9	-27.6
> Cc1nc([N+](=O)[O-])cn1CC(=O)c1ccccc1
  -0.5	-4.6	-2.6	-1.2	-1.6	0.4	3.8	2.6
> CC(C)[C@H](CO)Nc1nc(NCc2ccc(S(N)(=O)=O)cc2)c2ncn(C(C)C)c2n1
  3.5	-5.1	11.7	-2.0	0.3	-0.7	-0.5	2.0
> COc1ccc(NC(=O)c2cc(-c3ccccc3)oc2C)cc1
  0.1	29.5	15.8	-3.1	17.5*	6.2	2.6	-2.2
> Nc1nc2ccccc2n1CCOc1ccc(F)cc1
  -5.1	14.4	16.8	-3.7	0.5	1.2	12.1	-3.1
> CCN(CC(=O)NCc1cccs1)c1ccc(S(=O)(=O)N2CCCC2)cn1
  -6.8	-4.7	-3.0	-6.3	-2.2	1.0	1.4	-15.4
> C/C(=N/NC(=O)C1CC1(c1ccccc1)c1ccccc1)c1cccs1 (stereo unspecified)
  -5.2	6.1	22.1	-15.2	-3.0	-0.1	-3.4	-1.3
> CCC(C)C(=O)Nc1nc(C)c(-c2csc(Nc3ccccc3OC)n2)s1 (stereo unspecified)
  3.7	-238.6	16.0	-3.9	-2.7	0.0	4.1	14.1

2 compounds drawn at random from those above:
Each structure is followed by: ATG4B inhibitor	SENP8 inh	PfGluPho inh	HKDC1 inh	GRIN3A LBD mod	MPTP block	SENP7 inh	SENP6 block
> CCC(C)C(=O)Nc1nc(C)c(-c2csc(Nc3ccccc3OC)n2)s1 (stereo unspecified)
  3.7	-238.6	16.0	-3.9	-2.7	0.0	4.1	14.1
> C/C(=N/NC(=O)C1CC1(c1ccccc1)c1ccccc1)c1cccs1 (stereo unspecified)
  -5.2	6.1	22.1	-15.2	-3.0	-0.1	-3.4	-1.3

Remaining list, next part:
Each structure is followed by: ATG4B inhibitor	SENP8 inh	PfGluPho inh	HKDC1 inh	GRIN3A LBD mod	MPTP block	SENP7 inh	SENP6 block
> COc1ccc(C2(CNC(=O)c3ccccc3)CCOCC2)cc1
  -0.9	17.2	-0.3	-4.5	-0.3	0.8	3.8	-5.5
> COc1cc(C(c2c(C)n(C)n(-c3ccccc3)c2=O)c2c(C)n(C)n(-c3ccccc3)c2=O)cc(Br)c1O
  0.5	15.6	1.7	4.4	-2.0	1.6	-10.5	0.3
> CSc1nncc(/C(C)=N/O)n1
  7.2	13.6	-8.1	-3.9	3.0	0.1	5.6	-8.4
> O=c1c2c(-c3cccs3)csc2ncn1-c1ccccc1
  -4.8	-105.0	-6.2	-3.1	0.1	-2.0	-2.3	-15.0
> COC(=O)C1=C(C(=O)OC)[C@@H]2N(C)c3ccc(OC)cc3[C@@]23C[C@@H](C(=O)OC)N(C(=O)NC2CCCCC2)C3=N1
  -10.2	23.0	4.3	-2.6	-0.5	-1.3	-3.2	-7.3
> Cc1cc(C)nc(NC(=O)NC(=O)c2ccccc2)n1
  -6.2	8.2	9.8	7.9	4.3	-2.3	1.9	14.5
> Fc1cccc(Cl)c1CSc1nnc2ccccn12
  -6.8	14.4	10.7	-7.3	-2.0	0.9	-0.9	-8.4
> COCCCNC(=S)N1CCN(c2nc3ccccc3s2)CC1
  -10.0	0.3	13.0	-9.8	-0.2	1.3	2.6	-12.6
> Cc1ccsc1C(=O)OCC(=O)N(Cc1ccccc1)C(C)C
  -2.9	14.3	3.2	-7.6	-0.5	-0.2	-1.8	-3.7
> CCn1c(SCC(=O)Nc2nncs2)nnc1C(C)NC(=O)c1ccccc1Br (stereo unspecified)
  -1.8	11.1	-23.8	-4.8	0.2	-1.7	8.3	-17.5
> Cc1ccccc1NC(=O)CN1C(=O)S/C(=C/c2cccnc2)C1=O
  4.0	-1.9	-6.8	6.5	-1.5	0.1	7.5	9.4
> CN(CC(=O)NC1CCCCC1)S(=O)(=O)c1ccc2c(c1)c(=O)n(C)c(=O)n2C
  1.9	2.3	-5.8	-4.5	-2.1	-0.2	2.4	1.2
> CC(=O)Nc1ccc(N2C(=O)CC(N3CCSCC3)C2=O)cc1 (stereo unspecified)
  -3.6	8.6	-5.4	-9.6	3.9	-0.4	-8.9	-21.1
> COc1cc(NC(=O)COC(=O)CO/N=C(\C)c2ccc3c(c2)OCO3)cc(OC)c1OC
  0.4	18.4	-12.2	4.8	0.7	-0.3	5.0	-0.1
> COc1ccc(OC)c(NC(=O)CS(=O)(=O)c2ccccc2)c1
  5.2	21.7	-3.4	-7.4	-3.1	-0.5	0.0	-10.2
> O=S(=O)(CC(O)CS(=O)(=O)c1ccc(Cl)cc1)c1ccccc1 (stereo unspecified)
  2.6	-2.8	-9.3	-1.8	-0.4	3.2	-0.8	-8.3
> Cc1ccc(N(CC(=O)NCc2ccccc2Cl)S(=O)(=O)c2cccs2)cc1
  36.3	9.1	7.3	-0.2	0.1	3.0	5.0	10.6
> O=C(OCC(=O)C12CC3CC(CC(C3)C1)C2)c1ccccc1O
  2.6	-5.9	-6.6	-4.7	-0.2	-0.2	9.9	14.5
> Cc1cc(NCc2ccccn2)n2ncc(-c3ccccc3)c2n1
  -13.9	i	11.4	-4.1	-1.5	-1.6	-2.2	-2.8
> COc1ccc(Cl)cc1NC(=O)CN(C)CC(=O)Nc1ccc(Br)cc1
  -10.5	9.3	15.1	-1.3	-0.2	3.0	-2.3	-9.6
> CCC(=O)c1ccc2c(c1)N(CCCN(C)C)c1ccccc1S2
  -1.6	-11.4	1.5	-3.5	-1.7	71.7*	2.2	-2.6
> CC1CC(C)CN(S(=O)(=O)c2ccc3c(c2)n(C)c(=O)c(=O)n3C)C1 (stereo unspecified)
  -7.7	-284.7	-4.6	-8.2	-0.4	0.8	2.2	-14.0
> O=C(COC(=O)c1ccccc1SCC(=O)N1CCCC1)Nc1ccccc1OC(F)F
  -14.7	-23.2	13.5	-5.9	1.7	1.6	-9.9	-11.8
> CCN(CC)c1ccc2oc(=O)c(C)nc2c1
  -3.0	-183.6	94.1*	-1.4	/	2.7	2.9	-1.6
> COC(=O)c1ccc(Cl)c(NC(=O)CN2CCOCC2)c1
  -4.2	15.4	0.0	-6.1	-1.2	2.0	6.5	-0.8
> COc1ccc(Cn2cccc(NC(=O)Nc3ccc(F)cc3)c2=O)cc1
  -0.8	-409.1	41.6	-0.3	-3.2	-1.9	6.6	3.9
> COc1ccc(OC)c(-n2c(SCC(=O)Nc3cc(C)on3)nnc2-c2c[nH]c3ccccc23)c1
  -7.5	25.9	0.5	0.5	-4.2	-0.8	-6.0	-0.3
> Cc1nc(N[C@@H](Cc2ccccc2)C(=O)O)c2oc3ccccc3c2n1
  0.8	2.3	-36.8	-1.4	-0.1	1.2	0.8	-8.9
> COc1ccccc1CN1CC(C(=O)NCCc2cn[nH]c2)CCC1=O (stereo unspecified)
  13.1	6.2	-1.6	-1.6	0.3	-1.1	4.1	5.2
> O=C(COC(=O)/C=C/c1ccc(F)cc1)NCC1CCCO1 (stereo unspecified)
  -3.7	10.3	-10.7	6.3	1.7	-2.2	-5.9	4.7
> COc1ccc(C(=O)NNC(=O)C(C)NC(=O)c2ccccc2NC(=O)c2ccco2)cc1 (stereo unspecified)
  -7.2	-16.1	-3.8	-4.2	-2.9	-0.2	-6.2	4.6
> COc1ccc(NC(=O)Nc2ccc(N(C)C)cc2)cc1
  10.7	17.2	12.9	-3.5	11.8*	4.5	76.9*	80.7*
> COc1c(Cl)cc(C(=O)Nc2ccc(Cl)cn2)cc1Cl
  -2.1	6.6	-9.2	-3.8	-4.2	-0.9	4.5	23.4
> CCN(CC(=O)NCc1ccc(F)cc1)C(=O)CN1CCN(c2cc(Cl)ccc2C)CC1
  3.0	5.8	0.1	-5.4	-0.6	2.3	6.5	-5.8
> CCOC(=O)C1CCCN(c2nc3ccccc3nc2C(C#N)C(=O)OC(C)C)C1 (stereo unspecified)
  -4.1	-87.9	47.0	-3.8	0.8	-0.6	5.4	10.6
> Cc1ccc(NC(=O)NCc2ccncc2)cc1Cl
  3.5	7.2	10.9	-7.9	-2.4	63.4*	10.3	-9.3
> Cc1c(C(=O)O)sc(S(=O)(=O)N2CCN(C(=O)Cc3ccc(F)cc3)CC2)c1C(=O)O
  0.3	-0.2	-7.2	-6.7	2.3	0.5	0.1	-12.5
> C/C(=N\NC(=O)c1ccccc1C)c1ccc(N2CCOCC2)cc1
  -13.7	-27.4	-5.1	-6.3	0.3	0.7	-3.7	14.0
> COc1ccc(-n2c(C)cc(C(=O)CCl)c2C)cc1
  5.9	-12.4	-3.5	35.2*	-2.4	-3.5	5.1	-19.9
> Cc1c(C(=O)NCc2ccc(F)cc2)oc2ccc(S(=O)(=O)N3CCOCC3)cc12
  2.5	8.8	3.6	0.8	-3.4	-0.5	-0.7	-4.5
> Nc1c(Cl)ncnc1N1CCOCC1
  -17.8	3.8	-12.2	-7.4	0.7	4.2	6.8	-1.6
> Cc1ccc(OCCCC(=O)NC(C)c2ccccc2)cc1 (stereo unspecified)
  -3.8	5.9	-6.7	-5.5	0.2	-2.7	-6.7	-5.6
> Cc1ccc(S(=O)(=O)Nc2c(C)n(C)n(-c3ccccc3)c2=O)cc1C(=O)NCc1ccccc1
  -6.5	18.0	3.4	-3.6	-0.3	-1.3	-5.2	-5.9
> COC(=O)C(C)Sc1nnc(Cc2cc(=O)[nH]c(=O)[nH]2)n1-c1cc(C)ccc1C (stereo unspecified)
  -5.0	-3.4	2.1	-4.7	-0.2	-0.2	-10.3	-13.3
> O=C(OCC(=O)c1cccs1)c1ccc(NC(=O)c2ccco2)cc1
  2.9	8.4	0.5	-4.4	-1.0	0.5	1.8	4.5
> COc1cccc(CNC(=O)CCNS(=O)(=O)c2ccc(C)cc2)c1
  7.2	9.1	1.3	3.1	0.4	-0.2	11.5	0.1
> O=C1c2ccccc2C(=O)N1CC1c2ccccc2CCN1C(=O)CN1CCOCC1 (stereo unspecified)
  4.4	8.2	-4.1	1.6	0.3	-2.5	1.3	22.3
> COc1ccc(-c2cc(-c3ccccc3)nc(-c3ccc4c(c3)NC(=O)CO4)c2)cc1
  -8.7	-272.7	5.5	0.4	2.6	1.5	-5.7	-5.4
> Cc1ccc(-n2c(C)cc(C3=NNC(=NC4CC4)SC3)c2C)cc1C
  18.5	0.9	22.7	-7.9	-4.2	79.1*	0.2	42.2
> Cc1cc(C)c(C(=O)C(C)OC(=O)c2ccccn2)cc1C (stereo unspecified)
  -6.7	3.3	8.4	-5.2	-1.2	0.3	1.3	-6.3
> Nc1c(C(=O)CSc2nnc(N3CCOCC3)n2-c2cccc(F)c2)c(=O)[nH]c(=O)n1C1CC1
  -4.4	13.3	15.1	-5.6	2.5	-0.5	-4.5	-15.0
> Cc1cc(C)c(C#N)c(SCC(=O)Nc2c(C)n(C)n(-c3ccccc3)c2=O)n1
  -10.1	-2.4	1.4	-9.0	-10.1	0.5	6.3	-4.3
> Cc1ccn(CC(=O)NC2CC(C)(C)Cc3c2cnn3-c2ccc(F)cc2)n1 (stereo unspecified)
  2.7	8.5	5.6	-1.4	1.7	1.1	-6.7	5.4

Some entries already given, limited to GRIN3A LBD mod, SENP7 inh and PfGluPho inh:
molecule	GRIN3A LBD mod	SENP7 inh	PfGluPho inh
O=C(OCC(=O)c1cccs1)c1ccc(NC(=O)c2ccco2)cc1	-1.0	1.8	0.5
COc1cccc(CNC(=O)CCNS(=O)(=O)c2ccc(C)cc2)c1	0.4	11.5	1.3
Cc1ccc(S(=O)(=O)Nc2c(C)n(C)n(-c3ccccc3)c2=O)cc1C(=O)NCc1ccccc1	-0.3	-5.2	3.4
Cc1cc(C)c(C(=O)C(C)OC(=O)c2ccccn2)cc1C (stereo unspecified)	-1.2	1.3	8.4
